# NCI-60 one-dose screen, 48 h, at 10 µM unless noted. Numbers give growth in % (100 = growth as untreated, 0 = no growth, -100 = all killed).
# NCI-H226 – NCI-H226 lung cancer; AID 1794732; 79,000 tested, 3.5% active
# NCI-H322M – NCI-H322M lung cancer | 80,000 tested, 2.7% active | AID 1794733
# HCT-116 – HCT-116 colon cancer. 82,000 tested, 7.3% active
# NCI/ADR-RES – NCI/ADR-RES ovarian cells; 81,000 tested, 4.4% active; AID 1794790
# NCI-H522 – NCI-H522 lung cancer; 78,000 tested, 8% active; AID 1794739
# NCI-H460 – NCI-H460 lung cancer. 82,000 tested, 6.8% active
# HCT-15 – HCT-15 colon cancer; 82,000 tested, 5.2% active
# COLO 205 – COLO 205 colon cancer. AID 1794742. 79,000 tested, 7.3% active
# NCI-H23 – NCI-H23 lung cancer | 80,000 tested, 4% active | AID 1794731
# Starred values were filed as active, the others as inactive; nt = no result given; & = joins results of further samples. Rule for the calls: active = growth percent below 10; inactive = the rest.
SMILES,NCI-H226,NCI-H322M,HCT-116,NCI/ADR-RES,NCI-H522,NCI-H460,HCT-15,COLO 205,NCI-H23
O=C(CSc1nnc2n1N=C(c1ccc(Cl)cc1)CS2)c1ccc(Cl)cc1,91,85,69,75,65,94,93,70,86
Cc1nn(-c2ccc(F)cc2)c2nc(N)nc(N)c12,108,92,103,103,98,119,104,114,88
CCCCCCC(C)NCCO (stereo unspecified),100,121,107,103,95,107,119,99,98
CC(C)(CO)C(O)C(=O)NN (stereo unspecified),108,95,89,103,87,104,100,103,97
COc1ccc(-c2nc(SCC(C)C)nc(NCCO)c2C#N)cc1,88,88,80,94,78,101,78,nt,101
CCCC1OC(C)C(C)O1 (stereo unspecified),104,108,97,106,93,111,109,115,100
Nc1ccc(Cl)c(S(=O)(=O)O)c1,97,89,102,103,99,105,101,111,97
Cc1cc(C)nc(NS(=O)(=O)c2ccc(N/C(N)=N/c3nccc(-c4cccs4)n3)cc2)n1,78,96,96,101,90,99,97,105,90
COc1ccc(NNc2c(N)nn3c(-c4ccc(OC)c(OC)c4)c(C#N)c(N)nc23)cc1,96,99,102,108,80,106,102,107,102
CCNC(N)=O,96,100,104,102,nt,102,97,113,107
N#CC1CCc2c(c(-c3ccc4nc(N)sc4c3)nc3ccc4[nH]ncc4c23)C1 (stereo unspecified),51,71,26,64,40,12,30,41,37
Cc1cc2c(cc1-c1cc(/C=C/C(=O)O)ccc1O)C(C)(C)C=CC2(C)C,94,102,95,97,82,100,106,111,96
CN1C[C@@H](c2ccc(Cl)cc2)[C@]2(NC(=S)N(c3ccc(F)cc3)C2=O)[C@@]12C(=O)Nc1ccc(Br)cc12,64,80,40,56,35,48,67,nt,71
COc1ncc2cc1NS(=O)(=O)c1cccc(c1)C(=O)NCC1=CC=C(S1)c1ncnc3c1SC2=C3C,-30*,-65*,-32*,11,4.2*,2.6*,-18*,-35*,11
Cn1ccnc1C(=O)/C=C/c1ccc(CC(=O)Nc2ccc(C(F)(F)F)cc2)cc1,49,7.0*,6.7*,6.6*,-4.0*,-0.1*,-19*,5.9*,19
O=C(O)c1ccc(-c2nn(-c3ccc(C(F)(F)F)cc3)cc2/C=N/Nc2cccc(F)c2)cc1,91,81,71,nt,64,93,47,104,nt
Cc1nnc(NS(=O)(=O)c2ccc(N3C(N)=NC(N)=NC34CCCCC4)cc2)s1,104,101,101,108,92,105,104,104,101
c1csc([C@@H](CC2CCCCC2)c2ccc3ccccc3c2)c1,98,101,100,102,95,114,98,110,97
CC(C)[O-].CC(C)[O-].CN(CCN(C)Cc1cc(F)cc(F)c1[O-])Cc1cc(F)cc(F)c1[O-].[Ti+4],26,0.5*,-0.8*,11,-32*,-28*,15,1.3*,6.9*
CCCC1N=C(N)N=C(N)N1c1ccc(OC)cc1 (stereo unspecified),nt,105,89,103,81,101,101,96,98
O=c1c2ccccc2nnn1N1CCOCC1,85,94,97,102,94,100,102,111,91
NCCCN1CCCC1=O,109,97,107,101,93,113,116,111,101
C[n+]1ccccc1/C=C/c1ccc2cccc(O)c2n1,87,136,97,109,100,102,106,63,103
Brc1c(SCc2ccccc2)ncnc1SCc1ccccc1,82,91,80,112,64,103,71,104,101
COC(=O)c1ccc2c(c1)n(Cc1ccc3ccccc3c1)c[n+]2Cc1ccc2ccccc2c1,61,57,32,101,26,29,99,3.7*,35
O=C(Nc1ccc(C2=NCCN2)cc1)c1cccc(NC(=S)Nc2ccc(C3=NCCN3)cc2)c1,82,92,85,90,84,108,104,102,80
NS(N)(=O)=O,98,102,106,113,112,104,102,116,108
O=c1[nH]nc(-c2ccccc2)cc1Cc1cc2ccccc2[nH]c1=O,84,91,89,93,95,99,92,100,84
C#Cc1ccc(NC(=O)c2ccc(/C=C/C(=O)c3nccn3C)cc2)cc1,-35*,-95*,-63*,-7.9*,-27*,-56*,-44*,-54*,-56*
OCCN(CCO)c1ccc2c(c1)Cc1ccccc1-2,89,94,98,101,60,105,98,95,84
C/C(=N\N=C(/C)c1cccc([N+](=O)[O-])c1)c1cccc([N+](=O)[O-])c1,111,96,90,94,57,86,100,80,90
NC(N)=NN=C(c1ccccc1)c1ccccc1,51,45,29,59,28,14,31,-0.8*,18
CC(=O)N(C(C)=O)c1cccc(N(Cc2ccccc2)Cc2ccccc2)c1,82&89,88&89,86&91,90&95,80&85,96&103,100&99,108&94,91&88
CSc1n[nH]c(-c2cccs2)n1,103,102,111,114,nt,106,100,118,122
O=C(Nc1ccccc1)c1ccco1,99,101,92,107,100,108,105,115,96
COc1cccc(OC)c1[N+](=O)[O-],98,95,107,107,94,103,101,118,110
C/C(=N\Nc1ncc(-c2ccc(Cl)cc2)s1)c1cc2ccccc2o1,92,95,94,102,78,82,103,103,91
S=c1[nH]cnc2sc(Nc3ccccc3)nc12,88,92,103,96,96,93,106,96,94
Nc1nc(-c2ccccc2)c(N=Nc2ccc(Cl)cc2)s1,82,84,94,101,83,94,77,101,nt
CCOC(=O)c1no[n+]([O-])c1C(=O)OCC,97,104,100,102,105,110,106,112,99

# In a second layout: results already given
# Results follow in this order: NCI-H226, NCI-H322M, HCT-116, NCI/ADR-RES, NCI-H522, NCI-H460, HCT-15, COLO 205, NCI-H23
- CCCC1N=C(N)N=C(N)N1c1ccc(OC)cc1 (stereo unspecified)
→ nt, 105, 89, 103, 81, 101, 101, 96, 98
- O=c1c2ccccc2nnn1N1CCOCC1
→ 85, 94, 97, 102, 94, 100, 102, 111, 91
- NCCCN1CCCC1=O
→ 109, 97, 107, 101, 93, 113, 116, 111, 101
- C[n+]1ccccc1/C=C/c1ccc2cccc(O)c2n1
→ 87, 136, 97, 109, 100, 102, 106, 63, 103
- Brc1c(SCc2ccccc2)ncnc1SCc1ccccc1
→ 82, 91, 80, 112, 64, 103, 71, 104, 101
- COC(=O)c1ccc2c(c1)n(Cc1ccc3ccccc3c1)c[n+]2Cc1ccc2ccccc2c1
→ 61, 57, 32, 101, 26, 29, 99, 3.7*, 35
- O=C(Nc1ccc(C2=NCCN2)cc1)c1cccc(NC(=S)Nc2ccc(C3=NCCN3)cc2)c1
→ 82, 92, 85, 90, 84, 108, 104, 102, 80
- NS(N)(=O)=O
→ 98, 102, 106, 113, 112, 104, 102, 116, 108
- O=c1[nH]nc(-c2ccccc2)cc1Cc1cc2ccccc2[nH]c1=O
→ 84, 91, 89, 93, 95, 99, 92, 100, 84
- C#Cc1ccc(NC(=O)c2ccc(/C=C/C(=O)c3nccn3C)cc2)cc1
→ -35*, -95*, -63*, -7.9*, -27*, -56*, -44*, -54*, -56*
- OCCN(CCO)c1ccc2c(c1)Cc1ccccc1-2
→ 89, 94, 98, 101, 60, 105, 98, 95, 84
- C/C(=N\N=C(/C)c1cccc([N+](=O)[O-])c1)c1cccc([N+](=O)[O-])c1
→ 111, 96, 90, 94, 57, 86, 100, 80, 90
- NC(N)=NN=C(c1ccccc1)c1ccccc1
→ 51, 45, 29, 59, 28, 14, 31, -0.8*, 18
- CC(=O)N(C(C)=O)c1cccc(N(Cc2ccccc2)Cc2ccccc2)c1
→ 82&89, 88&89, 86&91, 90&95, 80&85, 96&103, 100&99, 108&94, 91&88
- CSc1n[nH]c(-c2cccs2)n1
→ 103, 102, 111, 114, nt, 106, 100, 118, 122
- O=C(Nc1ccccc1)c1ccco1
→ 99, 101, 92, 107, 100, 108, 105, 115, 96
- COc1cccc(OC)c1[N+](=O)[O-]
→ 98, 95, 107, 107, 94, 103, 101, 118, 110
- C/C(=N\Nc1ncc(-c2ccc(Cl)cc2)s1)c1cc2ccccc2o1
→ 92, 95, 94, 102, 78, 82, 103, 103, 91
- S=c1[nH]cnc2sc(Nc3ccccc3)nc12
→ 88, 92, 103, 96, 96, 93, 106, 96, 94
- Nc1nc(-c2ccccc2)c(N=Nc2ccc(Cl)cc2)s1
→ 82, 84, 94, 101, 83, 94, 77, 101, nt
- CCOC(=O)c1no[n+]([O-])c1C(=O)OCC
→ 97, 104, 100, 102, 105, 110, 106, 112, 99

# (more compounds)
SMILES,NCI-H226,NCI-H322M,HCT-116,NCI/ADR-RES,NCI-H522,NCI-H460,HCT-15,COLO 205,NCI-H23
COc1cc(C=O)ccc1OC1OC(COC(C)=O)C(OC(C)=O)C(OC(C)=O)C1OC(C)=O (stereo unspecified),94,120,100,103,104,104,99,99,102
CCN(Cc1ccc(CN(CC)C(=O)C(Br)Br)cc1)C(=O)C(Br)Br,59,26,-21*,40,32,2.4*,25,3.6*,43
N#Cc1n[nH]n2c1nc(=O)c1c3c(sc12)CCCC3,90,102,98,103,76,105,95,103,89
CCCCCC1(C(OC)OC)NC(=O)N(C)C1=O (stereo unspecified),107,102,100,104,103,104,105,111,92
COc1ccc(C(=O)C[n+]2cccc3c4ccccc4ccc32)cc1,59,69,30,98,29,19,88,27,28
O=c1c2ccccc2nc(SCCN2CCCCC2)n1CCc1ccccc1,101,98,74,88,89,105,81,75,77
COc1ccc(-c2nc(Nc3ccc(F)cc3)nc(Nc3ccc4c(c3)nc(C)n4Cc3ccccc3)n2)cc1,67,82,23,27,55,30,33,28,nt
N=C(N)SCc1cc2c(cc1Cl)OCO2,88,101,81,103,46,101,102,92,95
CC(C)=NNc1ncnc2c1ncn2C1OC(CO)C(O)C1O (stereo unspecified),32,-1.8*,1.4*,nt,15,-2.3*,13,4.0*,32
O=C(c1cc(Cl)ccc1O)C(Br)C(Br)c1ccccc1 (stereo unspecified),91,101,102,97,92,103,98,113,94
Cc1cc(N)c(S(=O)(=O)NO)cc1Cl,105,107,98,104,103,106,117,106,101
C=CCOC(=O)C1=C(C)NC2=C(C(=O)CC(c3ccccc3)C2)C1c1cc(OC)ccc1OC (stereo unspecified),87,99,101,81,75,97,79,100,94
N#Cc1nc(-c2cccc([N+](=O)[O-])c2)cc(-c2ccc(Nc3nc(N4CCCCC4)nc(N4CCCCC4)n3)cc2)c1N,82,99,86,96,84,97,81,111,102
N#Cc1c(-c2ccccc2)cc(-c2ccccc2)n(CCCCCC(=O)NO)c1=O,92,99,77,76,66,96,55,103,97
O=C(Nc1ccc(-c2ccccc2)cc1)C(F)(F)F,nt,nt,98,103,96,112,105,105,102
CCCCCCCCCCCCCCCCCCOc1cccc(CC(=O)OCCC[N+](C)(C)C)c1,85,96,82,102,78,96,87,76,76
COc1cnc2c(c1)C(=O)c1c-2n(CCCNCCO)c(=O)c2ccncc12,-44*,-2.5*,-50*,59,-30*,-42*,23,-16*,1.2*
O=C(c1ccc2c(c1)C(=O)NC2=O)c1ccc2c(c1)C(=O)NC2=O,99,107,98,108,nt,111,102,110,111
CC(Sc1ccccc1)C(=O)O (stereo unspecified),99,109,88,111,102,111,100,143,96
CCC(Br)C(=O)Nc1ccccc1C (stereo unspecified),97,96,96,98,94,96,98,109,91
Nc1nc(N)nc(-c2ccccc2)n1,94,102,102,95,100,105,98,109,94
COc1ccc(-c2cc(C(=O)N=Nc3c(O)[nH]c4ccccc34)no2)cc1,94,103,100,102,82,102,104,111,101
COC(=O)[C@H](O)[C@H]1C(C)(C)[C@H](OC(C)=O)C2CC3=C4CC(=O)O[C@@H](c5ccoc5)[C@]4(C)CC[C@@H]3[C@@]1(C)C2=O,93,97,95,100,89,102,95,105,102
c1ccc(COc2nc(N3CCOCC3)nc3cc(NCc4cccnc4)ccc23)cc1,85,95,73,76,48,88,59,74,86
O=C(C[n+]1cccc2cc[nH]c21)c1ccc(O)c(O)c1,106,99,102,107,101,105,108,107,105
CCc1ccccc1-n1c(N)c(C#N)c(-c2ccc(Cl)cc2)c(C#N)c1=O,110,140,103,102,94,111,108,126,107
CC(C)C[C@@H]1OC(=O)CCCCNC(=O)[C@H](Cc2ccccc2)N(C)C(=O)[C@H](C(C)C)N(C)C(=O)[C@H](Cc2ccccc2)NC(=O)[C@@H]2CCCN2C1=O,81,72,84,72,62,91,90,84,82
O=c1ccc(N=Nc2ccc([N+](=O)[O-])cc2)ccc1O,17,18,32,-1.1*,14,18,13,17,2.2*
COc1cc(-c2cncn2-c2ccc(-c3nc4ccc(F)cc4s3)cc2)ccc1F,85,103,38,80,56,35,31,83,71
O=C1N=C(c2c(-c3[nH]c(=O)c4ccc(Cl)cc4c3O)c(O)c3ccccc3c2O)C(=O)c2cc(Cl)ccc21,111,95,105,99,89,111,104,111,92
O=S(=O)(OCCCCOS(=O)(=O)c1ccc(Br)cc1Br)c1ccc(Br)cc1Br,92,100,106,96,113,109,106,119,98
